Bioassay records (PubChem BioAssay)
HMGR II inh – blocks class II HMG-CoA reductase of Enterococcus faecalis | 190,000 compounds, 0.41% hits | AID 1066 | inhibition, % at 10 µM | purified E. faecalis HMGR, NADPH absorbance 340 nm kinetic;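 active = inhibition above a set limit, the median over all tested compounds plus 3 SD, cut at about 9.5% in these data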;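 also: enzyme runs in reverse so mevalonate oxidation gives rising NADPH absorbance; 0% = complete reaction with DMSO and 100% = background rate lacking mevalonate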
ROMK mod – modulates human ROMK potassium channel activity; Tet-inducible ROMK, thallium flux fluorescence; actives lie on both sides; 130,000 compounds, 2% hits; B-score at 10 µM; P48048;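 active = signal ratio slope over the read window, or its plate-corrected B-score, at least 3 SD from the plate mean, either direction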;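 also: B-score of the F/F0 ratio slope over 7 to 12 s after thallium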
Target sequence (P48048 whole entry, looked up): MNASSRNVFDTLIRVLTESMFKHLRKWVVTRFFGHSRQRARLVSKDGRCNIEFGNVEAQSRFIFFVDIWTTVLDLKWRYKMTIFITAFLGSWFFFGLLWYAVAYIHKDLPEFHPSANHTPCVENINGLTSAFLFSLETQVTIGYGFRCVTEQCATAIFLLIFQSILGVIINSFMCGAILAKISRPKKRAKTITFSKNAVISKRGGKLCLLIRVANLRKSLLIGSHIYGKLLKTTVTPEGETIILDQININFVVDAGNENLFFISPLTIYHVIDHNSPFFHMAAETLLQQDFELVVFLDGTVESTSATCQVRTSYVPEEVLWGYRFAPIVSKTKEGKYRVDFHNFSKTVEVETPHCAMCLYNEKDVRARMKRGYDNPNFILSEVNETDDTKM
PPARg SRC1 recr – PPARgamma-driven SRC-1 recruitment agonism; P37231; PPARgamma-SRC-1 coactivator recruitment biochemical assay; activation, % at 8 µM; 200,000 compounds, 0.41% hits; AID 631; in the data active = activation above about 19%;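 also: 0% = DMSO and 100% = reference agonist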
PPARg SRC3 recr – promotes SRC-3 coactivator recruitment by human PPARgamma. biochemical PPARgamma/SRC-3 coactivator recruitment assay. activation, % at 8 µM. 200,000 compounds, 0.26% hits. AID 731; in the data active = activation above about 23%;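 also: 0% = DMSO and 100% = reference agonist; some compounds past the cut are filed as inactive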
L major viab – inhibitors of Leishmania major promastigote growth; AID 1063; 200,000 compounds, 9% hits; inhibition, % at 10 µM; Leishmania major promastigotes, resazurin fluorescence viability; in the data active = inhibition above about 50%;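 also: promastigotes grown with compound for 44 hours at 28 °C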
bIAP inh – intestinal alkaline phosphatase (bovine) inhibition. purified bovine IAP, CDP-star luminescence, 30 min. inhibition, % at 20 µM. 190,000 tested, under 10 active. AID 1019;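 active = over 50% inhibition of intestinal alkaline phosphatase at 20 µM in the single-dose screen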
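Assay system: bovine IAP enzyme; medium: DEA buffer 100 mM, pH 9.8, with MgCl2 1.0 mM, ZnCl2 0.02 mM; doses: 20 µM single dose; incubation: enzyme reaction for 30 min at room temperature; detection: CDP-star luminescence signal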
PPARg SRC-2 ag – promotes SRC-2 coactivator recruitment by human PPARgamma; activation, % at 8 µM; P37231; PPARgamma LBD-SRC-2 recruitment, biochemical; 200,000 compounds, 0.34% hits; AID 1032; in the data active = activation above about 22%;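 also: 0% = vehicle and 100% = reference agonist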
DTT redox prof – compounds producing H2O2 with reducing agent – biochemical, NIH compound library profiling, artefact control for MLSCN library redox annotation, primary screen; activation, % at 10 µM; DTT-dependent redox cycling H2O2, phenol red/HRP absorbance; 100% = 100 µM peroxide control, 0% = buffer; AID 878; 200,000 compounds, 0.03% hits;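 active = activation of at least 50% relative to the plate's high and low controls in the primary single-dose screen; inactive = activation below 50%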;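 also: compound incubated with DTT at 0.8 mM final as the reducing agent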
TR-FRET SRC-2 ct – counter-screen for PPARgamma SRC-2 recruitment agonists: TR-FRET artefact; stronger effect = higher value; TR-FRET ratio at 8 µM; 200,000 compounds, 0.4% hits; in the data active = TR-FRET ratio above about 2000; also: inactives centre near 1500; reference of the scale not given here
RAM inhibit – blocks the yeast RAM network; inhibition, % at 50 µM; S. cerevisiae dse1pr::URA3 reporter, 5-FOA growth OD615, 2 d; analog-sensitive cbk1-as2 kinase mutant strain; 190,000 compounds, 1.8% hits;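 active = inhibition above a set limit, 3 SD over mean compound inhibition, cut at about 8.4% in these data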;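 also: 0% = DMSO-only wells with no growth and 100% = 10 µM 1-NA-PP1 full growth; inhibition rescues growth on 5-FOA so higher OD means more RAM inhibition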
S1P3 antagonist – antagonists of human S1P3 receptor; CHO S1P3 NFAT-BLA reporter, FRET fluorescence, antagonist mode; Q99500; inhibition, % at 4.98 µM; AID 485; 170,000 compounds, 0.27% hits;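 active = inhibition above the plate cutoff, the mean inhibition of test wells on that plate plus 3 SD, cut at about 28% in these data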;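 also: cells challenged with S1P at its EC80 of 0.8 µM; blue over green emission ratio from cleaved BLA substrate after 4 h stimulation; 0% = S1P-stimulated wells and 100% = unstimulated DMSO-only wells; some compounds past the cut are filed as inactive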
The depositor's hits bear a star; nt = not tested or not shown. A portion of the library; count on the stated rates, not on these rows.

SMILES | HMGR II inh | ROMK mod | PPARg SRC1 recr | PPARg SRC3 recr | L major viab | bIAP inh | PPARg SRC-2 ag | DTT redox prof | TR-FRET SRC-2 ct | RAM inhibit | S1P3 antagonist
CCCCN(CCCC)CCCOC(=O)c1ccc(N)cc1 | 6 | nt | 4 | -1 | -4 | 7 | 0 | 2.2 | 1517 | 2.9 | 0
COc1cc(C2Oc3cc(C4Oc5cc(O)cc(O)c5C(=O)C4O)ccc3OC2CO)ccc1O (centres undefined) | -5 | nt | 8 | 4 | -3 | -23 | 4 | -1.5 | 1632 | 1.8 | -14
CC(C)(C)NCC(O)COc1cccc2c1C[C@H](O)[C@H](O)C2 (some centres undefined) | -5 | nt | 12 | 1 | 1 | 6 | 7 | 0.5 | 1575 | 1.8 | 9
C/C(=N\NC(=S)NCc1ccccc1)C1CCCCC1 | -4 | 1.7 | -3 | 3 | 90* | 30 | 2 | 0.3 | 1482 | 1.1 | -15
CC(=O)Oc1ccc2c(C)cc(=O)oc2c1 | -4 | 0.85 | 4 | 3 | -5 | 8 | 5 | 0.1 | 1534 | 0.5 | nt
COc1cc(N)c(Cl)cc1C(=O)N[C@@H]1CCN(CCCOc2ccc(F)cc2)C[C@@H]1OC | -3 | nt | 5 | 2 | nt | -16 | 2 | nt | 1419 | nt | 8
CC1(C)O[C@@H]2C[C@H]3[C@@H]4C[C@H](F)C5=CC(=O)C=C[C@]5(C)[C@@]4(F)[C@@H](O)C[C@]3(C)[C@]2(C(=O)CO)O1 | -6 | nt | 11 | 2 | -4 | -35 | 7 | -1.6 | 1650 | 0.4 | 3
CC(C)NNC(=O)c1ccncc1 | 1 | nt | 4 | 1 | -8 | 17 | 1 | 0.5 | 1499 | 1.0 | 0
CCN(CCCCOC(=O)c1ccc(OC)c(OC)c1)C(C)Cc1ccc(OC)cc1 (centres undefined) | -8 | nt | 9 | 2 | 100* | -1 | 7 | -0.8 | 1564 | 1.2 | 2
O=C(c1ccccn1)N(Cc1cccs1)C1(C(=O)NC2CCCCC2)CCCCC1 | -7 | 0.6 | -4 | 3 | 6 | -6 | 7 | -0.7 | 1644 | 0.8 | 11
CCCCCCCCCCCCCCCC(O)C(N)CO (centres undefined) | 0 | nt | 0 | -4 | 100* | 10 | 3 | 0.4 | 1286 | -1.2 | -2
CCCOc1ccc2nc(NC(=O)OC)[nH]c2c1 | -9 | nt | 7 | -3 | -5 | 7 | -9 | 0.1 | 1449 | 2.6 | 7
Cc1scc2c1N(C(=O)CN1CCN(C)CC1)c1ccccc1NC2=O | 1 | 3.1* | -8 | 1 | 3 | -22 | -3 | -0.2 | 1529 | 1.1 | -2
N=c1nc(N2CCCCC2)cc(N)n1O | 0 | nt | 4 | 3 | -3 | 13 | 11 | 0.4 | 1562 | 0.6 | -3
CCN(CC)CC1CCCCN1CC(=O)N1c2ccccc2C(=O)Nc2cccnc21 (centres undefined) | 4 | nt | -3 | 3 | nt | 5 | 14 | nt | 1518 | nt | -5

ROMK mod: entries above that show a hit
| mol | HMGR II inh | ROMK mod | PPARg SRC1 recr | PPARg SRC3 recr | bIAP inh | PPARg SRC-2 ag | DTT redox prof | RAM inhibit | S1P3 antagonist |
| --- | --- | --- | --- | --- | --- | --- | --- | --- | --- |
| Cc1scc2c1N(C(=O)CN1CCN(C)CC1)c1ccccc1NC2=O | 1 | 3.1* | -8 | 1 | -22 | -3 | -0.2 | 1.1 | -2 |

Retrieved by compound from the list above, 3 records:
SMILES | HMGR II inh | ROMK mod | PPARg SRC1 recr | PPARg SRC3 recr | L major viab | bIAP inh | PPARg SRC-2 ag | DTT redox prof | TR-FRET SRC-2 ct | RAM inhibit | S1P3 antagonist
O=C(c1ccccn1)N(Cc1cccs1)C1(C(=O)NC2CCCCC2)CCCCC1 | -7 | 0.6 | -4 | 3 | 6 | -6 | 7 | -0.7 | 1644 | 0.8 | 11
CC(=O)Oc1ccc2c(C)cc(=O)oc2c1 | -4 | 0.85 | 4 | 3 | -5 | 8 | 5 | 0.1 | 1534 | 0.5 | nt
CCCCCCCCCCCCCCCC(O)C(N)CO (centres undefined) | 0 | nt | 0 | -4 | 100* | 10 | 3 | 0.4 | 1286 | -1.2 | -2

New compounds follow:
SMILES | HMGR II inh | ROMK mod | PPARg SRC1 recr | PPARg SRC3 recr | L major viab | bIAP inh | PPARg SRC-2 ag | DTT redox prof | TR-FRET SRC-2 ct | RAM inhibit | S1P3 antagonist
COc1ccc(C(=O)c2ccccc2)c(O)c1 | -5 | nt | 2 | -3 | 1 | 7 | -1 | 2.0 | 1324 | 1.7 | 5
CCCC(=O)O[C@]1(C(=O)CCl)[C@@H](C)C[C@H]2[C@@H]3CCC4=CC(=O)C=C[C@]4(C)[C@@]3(F)C(=O)C[C@@]21C | -4 | nt | 4 | 0 | 22 | 11 | 0 | 0.8 | 1496 | 2.3 | -6
COc1ccc(-c2oc3c(CC=C(C)C)c(O[C@@H]4O[C@H](CO)[C@@H](O)[C@H](O)[C@H]4O)cc(O)c3c(=O)c2O[C@@H]2O[C@@H](C)[C@H](O)[C@@H](O)[C@H]2O)cc1 | -2 | nt | -2 | -1 | nt | 2 | 5 | nt | 1495 | nt | -13
O=C(O)Cc1cn(-c2ccccc2)nc1-c1ccc(Cl)cc1 | 2 | 1 | 4 | 7 | 0 | 3 | 2 | -1.0 | 1879 | -1.2 | -2
